TcdB GH inh = TcdB glycohydrolase inhibitors, primary screen, biochemical, single point, plate reader | inhibition, % at 9.99 µM | Toxin B (Clostridioides difficile), P18177 | 350,000 tested, 0.24% active | TcdB glycohydrolase enzymatic assay; in the data active means inhibition above about 10%
* = called active by the depositor. A portion of the library; count on the stated rates, not on these rows.

mol | TcdB GH inh
C[C@H](CO)N1C[C@H](C)[C@@H](CN(C)Cc2ccncc2)OCc2ccccc2-c2c(n(C)c3ccccc23)C1=O | 0.8
CCCC(=O)Nc1ccc2c(c1)C(=O)N(C)C[C@H](OC)[C@@H](C)CN(C(=O)c1ccncc1)[C@@H](C)CO2 | -0.8
C[C@@H]1CN([C@H](C)CO)C(=O)c2cc(NS(C)(=O)=O)ccc2O[C@H]1CN(C)Cc1ccc(Oc2ccccc2)cc1 | -1.8
CCC(=O)N1CC(=O)N2[C@H](CO)[C@@H](c3ccc(-c4cccnc4)cc3)[C@@H]2C1 | 0.2
CO[C@H]1CN(C)C(=O)c2ccc(NC(=O)Nc3cc(Cl)cc(Cl)c3)cc2OC[C@H](C)NC[C@H]1C | 0.1
N#C[C@@H]1[C@@H](c2ccc(-c3ccc(F)cc3)cc2)[C@H](CO)N1C(=O)Cc1ccccc1 | 0.0
CCCC(=O)Nc1ccc2c(c1)C(=O)N(C)C[C@H](OC)[C@H](C)CN(Cc1ccccn1)[C@@H](C)CO2 | 0.4
C[C@H](CO)N1C[C@H](C)[C@H](CN(C)C(=O)Nc2ccc(C(F)(F)F)cc2)Oc2ccc(N(C)C)cc2CC1=O | 0.4
CO[C@H]1CC[C@H]2CCOc3c(C#N)cccc3C(=O)N(C)C[C@H](OC)[C@@H](C)C(=O)N(C)C[C@H]1O2 | -0.8
C[C@@H]1CN([C@@H](C)CO)C(=O)c2cc(NC(=O)Cc3cn(C)c4ccccc34)ccc2O[C@@H]1CN(C)S(=O)(=O)c1cn(C)cn1 | -7.0

(further entries)
mol | TcdB GH inh
C[C@@H](NC(=O)C[C@H]1CC[C@@H]2[C@H](COC[C@@H](O)CN2C(=O)Nc2cccc(F)c2)O1)c1ccccc1 | 0.5
COc1ccc(NC(=O)Nc2cccc3c2O[C@@H](CN(C)Cc2ccc(C(=O)O)cc2)[C@@H](C)CN([C@@H](C)CO)C3=O)cc1 | 1.4
COc1cccc(-c2ccc3c(c2)[C@@H]2[C@@H](CCN2S(=O)(=O)c2ccccc2C)[C@H](CO)N3C)c1 | -1.5
CO[C@H]1CN(C)C(=O)c2cc(NS(=O)(=O)c3ccccc3C)ccc2OC[C@H](C)NC[C@@H]1C | 0.0
CC(C)C#Cc1ccc2c(c1)O[C@@H](CN(C)C(=O)c1ccccc1)[C@@H](C)CN([C@@H](C)CO)S2(=O)=O | 1.0
COc1ccc(S(=O)(=O)Nc2ccc3c(c2)CC(=O)N([C@H](C)CO)C[C@@H](C)[C@H](CN(C)C(=O)Nc2ccccc2)O3)cc1 | -4.5
COc1ccc(S(=O)(=O)N(C)C[C@H]2OCCCC[C@@H](C)Oc3ccc(NC(=O)Nc4ccc(F)cc4)cc3C(=O)N([C@@H](C)CO)C[C@@H]2C)cc1 | 0.2
CC(C)NC(=O)Nc1ccc2c(c1)C(=O)N([C@@H](C)CO)C[C@@H](C)[C@@H](CN(C)C(=O)NC(C)C)O2 | -0.5
O=C(N[C@@H]1CC[C@@H](CCn2cc(-c3ccccn3)nn2)O[C@H]1CO)c1ccccc1 | -1.8
COc1ccc2c3c([nH]c2c1)[C@H](CO)N(C(=O)C1CCOCC1)CC31CN(S(C)(=O)=O)C1 | 1.0

Additional records follow.
mol | TcdB GH inh
CCCNC(=O)[C@H]1[C@H](CO)[C@H]2Cn3c(cccc3=O)[C@H]2N1Cc1ccccc1Cl | 0.8
C[C@@H]1CCCCO[C@H](CN(C)Cc2ccc(Cl)c(Cl)c2)[C@H](C)CN([C@@H](C)CO)C(=O)c2cc(NC(=O)Cc3ccccc3)ccc2O1 | 0.5
COc1ccc(CN(C)C[C@H]2Oc3ccc(NC(=O)Nc4c(C)noc4C)cc3CC(=O)N([C@H](C)CO)C[C@H]2C)cc1 | -0.7
C[C@@H]1CN([C@@H](C)CO)C(=O)c2cc(NC(=O)Cc3ccccc3)ccc2O[C@@H]1CN(C)C(=O)NC1CCCCC1 | -5.6
COc1ccc(S(=O)(=O)Nc2ccc3c(c2)C(=O)N([C@H](C)CO)C[C@@H](C)[C@H](CN(C)S(=O)(=O)c2ccccc2)OCCCC[C@H](C)O3)cc1 | 0.9
C[C@H](CO)N1C[C@H](C)[C@@H](CN(C)CC2CCCCC2)Oc2ncc(C#C[C@@H](C)O)cc2C1=O | -0.9
CN1C(=O)c2cc(NC(=O)C3CCCC3)ccc2OC[C@@H]2O[C@@H](CC(=O)Nc3ccccc3)CC[C@@H]21 | 0.5
CO[C@H]1CN(C)C(=O)c2ccc(NC(=O)c3ccccc3F)cc2OC[C@H](C)N(CC2CCOCC2)C[C@@H]1C | 0.3
COCCNC(=O)[C@@H]1[C@@H](CO)[C@@H]2Cn3c(ccc(-c4ccccc4)c3=O)[C@H]1N2C | -1.2
COc1cccc(-c2ccc([C@H]3[C@H](CO)N4CCCCN(C(=O)c5ccc(F)cc5)C[C@@H]34)cc2)c1 | 0.1

The list continues.
mol | TcdB GH inh
CCCN(C)C[C@@H]1Oc2cc(C#CC(C)(C)O)ccc2S(=O)(=O)N([C@@H](C)CO)C[C@@H]1C | -0.6
CC(C)CNC(=O)[C@@]1(C)c2ccccc2C(=O)N(Cc2ccccc2)[C@H]1c1ccc(CO)cc1 | 0.5
O=C(CN1CCOCC1)NCC[C@@H]1CC[C@H](NS(=O)(=O)c2ccc(F)cc2)[C@@H](CO)O1 | -3.1
CN(C)CC#Cc1ccc([C@@H]2[C@H](CO)N3CCCCN(S(=O)(=O)c4ccccc4F)C[C@@H]23)cc1 | 0.4
O=C(Nc1ccccc1)N[C@@H]1CC[C@@H](CCNS(=O)(=O)c2cccc(F)c2)O[C@@H]1CO | -0.2
COc1ccc(NC(=O)N(C)C[C@H]2Oc3ncc(C#C[C@@H](C)O)cc3C(=O)N([C@@H](C)CO)C[C@H]2C)cc1 | 0.2
C[C@H]1CN([C@@H](C)CO)C(=O)c2cc(NC(=O)NC3CCCCC3)ccc2O[C@H]1CN(C)Cc1ccncc1 | 0.2
CO[C@@H]1CN(C)C(=O)c2cc(NS(C)(=O)=O)ccc2OC[C@H](C)N(C(=O)C2CCCCC2)C[C@@H]1C | -0.5
COc1cccc(-c2ccc3c(c2)O[C@@H](CN(C)C(=O)C2CC2)[C@H](C)CN([C@H](C)CO)S3(=O)=O)c1 | -0.1
COc1ccc(-c2cn(CC[C@H]3CC[C@H](NC(=O)NC(C)C)[C@H](CO)O3)nn2)cc1 | 1.3

(continued)
mol | TcdB GH inh
O=C(NCC[C@H]1CC[C@H](NC(=O)c2ccc3c(c2)OCO3)[C@@H](CO)O1)Nc1ccc(Cl)cc1 | 0.1
CC(=O)N1CC[C@H]2[C@H](CO)Nc3ccc(-c4ccc(F)cc4)cc3[C@H]21 | 7.7
C[C@H]1CN([C@@H](C)CO)S(=O)(=O)c2ccc(-c3cncnc3)cc2O[C@H]1CN(C)Cc1ccc(Oc2ccccc2)cc1 | -0.1
C[C@H]1CN([C@@H](C)CO)S(=O)(=O)c2ccc(-c3ccc(C#N)cc3)cc2O[C@H]1CN(C)C(=O)C1CC1 | -2.6
C[C@H]1CN([C@@H](C)CO)C(=O)c2cc(-c3cccc(F)c3)cnc2O[C@@H]1CN(C)Cc1ccccn1 | 0.0
CC(=O)N1[C@@H](CO)[C@@H](c2ccc(C3=CCCC3)cc2)C12CN(C(=O)NC(C)C)C2 | -0.6
CCC(=O)N1CC(=O)N2[C@H](CO)[C@H](c3ccc(-c4ccc(C#N)cc4)cc3)[C@H]2C1 | -0.6
CN1CCN(C(=O)C[C@H]2C=C[C@H](NS(=O)(=O)c3cccc(F)c3)[C@H](CO)O2)CC1 | -1.3
COc1ccc(C#Cc2cnc3c(c2)C(=O)N([C@H](C)CO)C[C@@H](C)[C@@H](CN(C)C(C)=O)O3)cc1 | 1.9
COc1ccc(S(=O)(=O)N(C)C[C@H]2Oc3ccc(NC(=O)Nc4cccc5ccccc45)cc3CC(=O)N([C@H](C)CO)C[C@H]2C)cc1 | 0.4

More compounds:
mol | TcdB GH inh
C[C@H]1CN([C@@H](C)CO)C(=O)c2cccc(NC(=O)c3cnccn3)c2O[C@@H]1CN(C)Cc1ccc2c(c1)OCO2 | -0.9
O=C(C[C@@H]1CC[C@@H]2[C@H](COC[C@@H](O)CN2C(=O)Nc2ccc(Cl)c(Cl)c2)O1)NCc1ccc(Cl)c(Cl)c1 | -0.4
C[C@H]1CN([C@@H](C)CO)C(=O)CCCn2cc(nn2)CO[C@H]1CN(C)S(C)(=O)=O | 0.5
CO[C@H]1CN(C)C(=O)c2ccc(NS(=O)(=O)c3ccccc3C)cc2OC[C@H](C)NC[C@H]1C | 0.4
COC(=O)C[C@H]1CC[C@H]2[C@@H](COc3ccc(NC(=O)Nc4ccc(C)cc4)cc3C(=O)N2C)O1 | 0.7
O=C(C[C@@H]1CC[C@@H]2[C@H](COC[C@@H](O)CN2Cc2cccc(Cl)c2)O1)Nc1nccs1 | -0.8
CCCNC(=O)N1[C@H](CO)[C@H](c2ccc(-c3ccc(C#N)cc3)cc2)[C@@H]1CNC | 0.7
COc1ccc(NC(=O)Nc2ccc3c(c2)[C@@H]2C[C@@H](CC(=O)NCc4ccncc4)O[C@H](CO)[C@@H]2O3)cc1 | -0.2
C[C@@H]1CCCCO[C@@H](CN(C)S(=O)(=O)c2cn(C)cn2)[C@H](C)CN([C@@H](C)CO)C(=O)c2cc(NC(=O)Nc3ccc4c(c3)OCO4)ccc2O1 | -0.9
C[C@@H]1CN([C@@H](C)CO)C(=O)c2cc(C3=CCCCC3)cnc2O[C@@H]1CN(C)Cc1ccccc1 | 0.9

Three entries picked at random from the list so far:
mol | TcdB GH inh
C[C@@H]1CCCCO[C@@H](CN(C)S(=O)(=O)c2cn(C)cn2)[C@H](C)CN([C@@H](C)CO)C(=O)c2cc(NC(=O)Nc3ccc4c(c3)OCO4)ccc2O1 | -0.9
COc1ccc(NC(=O)Nc2ccc3c(c2)[C@@H]2C[C@@H](CC(=O)NCc4ccncc4)O[C@H](CO)[C@@H]2O3)cc1 | -0.2
CO[C@H]1CN(C)C(=O)c2ccc(NS(=O)(=O)c3ccccc3C)cc2OC[C@H](C)NC[C@H]1C | 0.4

Next records:
mol | TcdB GH inh
Cc1ccccc1S(=O)(=O)NCC[C@H]1CC[C@@H](NC(=O)C2CCOCC2)[C@@H](CO)O1 | -2.2
Cc1ccccc1-c1cnc2c(c1)C(=O)N([C@H](C)CO)C[C@H](C)[C@H](CN(C)C(=O)CN(C)C)O2 | -7.9
CN(C)C(=O)C[C@H]1C[C@H]2c3cc(NC(=O)Nc4ccc(F)cc4)ccc3O[C@H]2[C@@H](CO)O1 | 0.5
C[C@@H]1CCCCO[C@H](CN(C)C(=O)C2CCCCC2)[C@@H](C)CN([C@@H](C)CO)C(=O)c2cc(NS(=O)(=O)c3cccs3)ccc2O1 | -0.8
O=C(C[C@@H]1CC[C@H](NC(=O)Nc2ccc3c(c2)OCO3)[C@@H](CO)O1)NCc1ccc2c(c1)OCO2 | 0.0
C[C@@H]1CN([C@H](C)CO)C(=O)c2cc(NC(=O)Nc3cccc4ccccc34)ccc2O[C@@H](C)CCCCO[C@H]1CN(C)S(=O)(=O)c1cn(C)cn1 | -1.4
Cc1ccc(S(=O)(=O)Nc2cccc3c2O[C@H](CN(C)C)[C@@H](C)CN([C@H](C)CO)C3=O)cc1 | 1.5
O=C(C1CCCCC1)N1CC2(C1)[C@H](c1ccccc1)[C@H](CO)N2CCC(F)(F)F | -19
COc1ccccc1C#Cc1ccc([C@@H]2[C@@H](CO)N3CCCCN(CCC(F)(F)F)C[C@H]23)cc1 | 0.3
N#C[C@@H]1[C@H](c2ccccc2-c2ccc(F)cc2)[C@@H](CO)N1c1ncc(-c2ccccc2)s1 | 0.1

Part of the list above, set out differently.
canonical_smiles: C[C@@H]1CN([C@H](C)CO)C(=O)c2cc(NC(=O)Nc3cccc4ccccc34)ccc2O[C@@H](C)CCCCO[C@H]1CN(C)S(=O)(=O)c1cn(C)cn1
  TcdB GH inh: -1.4
canonical_smiles: Cc1ccc(S(=O)(=O)Nc2cccc3c2O[C@H](CN(C)C)[C@@H](C)CN([C@H](C)CO)C3=O)cc1
  TcdB GH inh: 1.5
canonical_smiles: O=C(C1CCCCC1)N1CC2(C1)[C@H](c1ccccc1)[C@H](CO)N2CCC(F)(F)F
  TcdB GH inh: -19

Next section.
mol | TcdB GH inh
Cc1ccc(S(=O)(=O)Nc2ccc3c(c2)CC(=O)N([C@H](C)CO)C[C@H](C)[C@@H](CN(C)Cc2ccc(C(=O)Nc4ccccc4N)cc2)O3)cc1 | -0.8
COCC#Cc1ccc2c(c1)O[C@@H](CN(C)C(=O)C1CC1)[C@@H](C)CN([C@@H](C)CO)S2(=O)=O | -1.0
CC(C)C#Cc1ccc2c(c1)O[C@@H](CN(C)C(=O)c1ccccn1)[C@@H](C)CN([C@@H](C)CO)S2(=O)=O | 0.5
CCCC#Cc1ccc([C@H]2[C@@H](C#N)N(C(=O)C3CC3)[C@@H]2CO)cc1 | -0.2
O=C(Cc1ccccn1)N[C@@H]1CC[C@@H](CCn2cc(-c3ccccc3)nn2)O[C@H]1CO | -0.6
C[C@@H]1CN([C@H](C)CO)C(=O)c2c(c3ccccc3n2C)-c2ccccc2CO[C@@H]1CN(C)C(=O)Nc1cccc(F)c1 | 1.7
C[C@@H]1CN([C@@H](C)CO)C(=O)c2cc(C#CCN(C)C)cnc2O[C@H]1CN(C)S(=O)(=O)c1cn(C)cn1 | 1.3
O=C(C[C@H]1CC[C@@H](NC(=O)NC2CCCCC2)[C@H](CO)O1)NCc1ccccc1 | -0.6
C[C@@H]1CN([C@H](C)CO)C(=O)c2cc(NC(=O)NC3CCCCC3)ccc2O[C@@H]1CN(C)C(=O)Nc1ccccc1 | -2.3
CCCC#Cc1cnc2c(c1)C(=O)N([C@@H](C)CO)C[C@H](C)[C@H](CN(C)C(=O)Nc1cc(F)ccc1F)O2 | -1.4
COC(=O)C[C@@H]1CC[C@H]2[C@@H](COc3ccc(NC(=O)Nc4cccc(C#N)c4)cc3C(=O)N2C)O1 | 0.4
CC(C)NC(=O)Nc1ccc2c(c1)C(=O)N([C@@H](C)CO)C[C@H](C)[C@@H](CN(C)C(=O)c1ccccc1)OCCCC[C@@H](C)O2 | 0.0

Screening data (PubChem)
